Screening data deposited in PubChem by several laboratories.
RORA act: activators of orphan receptor RORA, primary screen, cell-based, luminescence | CHO-K1 Gal4-RORA LBD luciferase reporter; percent increase over mock-subtracted basal signal | activation, % at 10 µM | hit rate 1.5% among 65,000;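 active = activation above the mean of all tested compounds plus 3 SD, cut at about 49% in these data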;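 note: 0% = DMSO-treated RORA cells and 100% = added signal equal to DMSO minus mock-transfected cells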
SF1 activator: activators of human SF-1, primary screen, cell-based, CHO-K1, Gal4-SF-1 LBD, luciferase luminescence; Steroidogenic factor 1 (Homo sapiens), Q13285; CHO-K1 Gal4-SF-1 LBD luciferase reporter; % increase over DMSO SF-1-specific signal; activation, % at 10 µM; hit rate 1.9% among 65,000; AID 522, 2006;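 active = activation above the mean activation of all tested compounds plus 3 SD, cut at about 50% in these data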
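material = CHO-K1 cells with Gal4–hSF-1 LBD chimera plus Gal4-driven luciferase | compound = 10 µM single point, 1% DMSO | incubation = 20 h compound exposure at 37 °C after 1 h cell settling | measured by = SteadyLite luciferase luminescence | evaluation = percent activation relative to DMSO median and mock-transfected background | control set = DMSO negative control and −SF1 background wells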
TNAP act DEA: human TNAP enzyme activators, primary screen, biochemical, luminescent, intermediate phosphate acceptor level; 64,000 tested, under 10 active; activation factor at 20 µM; purified TNAP, CDP-star luminescence, 100 mM DEA, 30 min; hits give high values; scale: 0 levamisole-inhibited, 1 vehicle-only enzyme; Alkaline phosphatase, tissue-nonspecific isozyme (Homo sapiens), P05186;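 active = activation factor of at least 2 at 20 µM, relative to controls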
Target sequence (P05186 whole entry, looked up): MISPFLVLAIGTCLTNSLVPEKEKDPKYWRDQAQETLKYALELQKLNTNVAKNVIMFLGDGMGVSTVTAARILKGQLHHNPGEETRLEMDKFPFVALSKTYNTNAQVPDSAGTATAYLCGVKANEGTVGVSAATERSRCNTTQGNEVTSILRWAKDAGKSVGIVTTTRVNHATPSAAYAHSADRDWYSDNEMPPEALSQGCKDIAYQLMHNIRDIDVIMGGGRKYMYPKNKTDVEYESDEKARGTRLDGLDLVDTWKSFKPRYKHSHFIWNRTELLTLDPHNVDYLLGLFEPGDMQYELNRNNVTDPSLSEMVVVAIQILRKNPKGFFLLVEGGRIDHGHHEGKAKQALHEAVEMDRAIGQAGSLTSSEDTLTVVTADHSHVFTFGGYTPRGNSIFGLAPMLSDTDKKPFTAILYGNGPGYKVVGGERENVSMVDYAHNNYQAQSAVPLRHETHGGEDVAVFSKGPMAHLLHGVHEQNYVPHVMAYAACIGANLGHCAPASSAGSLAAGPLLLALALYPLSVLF
MMP-13 inhibitor: human MMP13 inhibitors, primary screen, biochemical, FRET peptide cleavage. MMP-13 fTHP FRET cleavage, Mca fluorescence. AID 570, 2006. inhibition, % at 4 µM. hit rate 0.07% among 65,000;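 active = inhibition above the mean of compound-free control plate wells plus 3 SD, cut at about 14% in these data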;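 note: 0% = DMSO wells and 100% = wells with reference MMP-13 inhibitor after basal subtraction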
A340 absorber: compound light absorbance at 340 nm, profiling panel, artefact control, biochemical, MLSMR library, data from PS, PMK, MK assays | fold change at 10 µM | 65,000 tested, under 10 active | compound absorbance at 340 nm, fold over control | AID 708, 2007;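 active = at 10 µM dose, initial 340 nm absorbance at least 2 fold that of control wells; inactive = change under 2 fold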;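 note: initial absorbance extrapolated from kinetic A340 decline of NADH oxidation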
5HT1a antag: human 5-HT1a receptor antagonists, primary screen, cell-based, CHO, Ga15 NFAT-bla reporter | CHO 5-HT1a Ga15 NFAT-bla reporter, antagonist mode | inhibition, % at 10 µM | hit rate 0.68% among 62,000;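 active = inhibition above the mean of all tested compounds plus 3 SD, cut at about 43% in these data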;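 note: receptor stimulated by 5-CT agonist at 100 nM near EC80; beta-lactamase reporter measured by ratiometric fluorescence of a cleavable substrate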
Target sequence (P08908 whole entry, looked up): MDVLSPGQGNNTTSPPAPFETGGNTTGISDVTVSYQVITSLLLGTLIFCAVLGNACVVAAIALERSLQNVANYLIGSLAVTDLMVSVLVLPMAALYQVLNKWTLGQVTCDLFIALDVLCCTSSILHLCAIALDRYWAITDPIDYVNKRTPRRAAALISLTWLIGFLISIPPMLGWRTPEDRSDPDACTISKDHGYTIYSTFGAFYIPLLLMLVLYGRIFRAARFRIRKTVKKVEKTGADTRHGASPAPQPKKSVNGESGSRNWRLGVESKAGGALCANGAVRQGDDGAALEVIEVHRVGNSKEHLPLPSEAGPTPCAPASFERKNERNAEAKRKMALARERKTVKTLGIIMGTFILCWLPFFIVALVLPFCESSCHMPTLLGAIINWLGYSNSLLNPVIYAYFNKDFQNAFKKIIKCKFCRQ
Autofluor 339: intrinsic fluorescence of library compounds, ex339/em460 – biochemical, MLSMR library, data from DPM-DC assay, artefact control, profiling panel | compound autofluorescence, ex339/em460 nm, NADH buffer; hits give high values; 1 = no-compound wells, NADH background | fluorescence fold increase at 10 µM | hit rate 5.5% among 65,000 | AID 709, 2007;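 active = at 10 µM, mean starting fluorescence two-fold or more over control wells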;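 note: signal is the first read of a kinetic run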
5HT1a ag: human 5-HT1a receptor agonists, primary screen, cell-based, CHO, Ga15 NFAT-bla reporter | CHO 5-HT1a Ga15 NFAT-bla reporter, FRET ratio; 0% basal, 100% maximal reference agonist | AID 567, 2006 | 5-hydroxytryptamine receptor 1A (Homo sapiens), P08908 | activation, % at 10 µM | hit rate 0.56% among 65,000;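 active = activation above the screen-wide mean activation plus 3 SD, cut at about 19% in these data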;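 note: 0% = DMSO wells and 100% = 5-CT at EC100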
NADH enzymes: inhibitors of PK/LDH coupling enzymes, profiling panel, artefact control, biochemical, MLSMR library | hit rate 0.02% among 65,000 | AID 774, 2007 | coupled PK/LDH NADH assays, four targets | IC50, µM (top dose mostly 10 µM), inactives show top-dose inhibition;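 active = single-dose screening hits from any of four coupled enzyme assays that gave an IC50 when retested across doses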;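 note: the DPM-DC format reads NADH fluorescence rather than 340 nm absorbance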
* hit, by the source's call; · = not tested or not shown; [ ] = dose if it differs, or a comment.

SMILES | RORA act | SF1 activator | TNAP act DEA | MMP-13 inhibitor | A340 absorber | 5HT1a antag | Autofluor 339 | 5HT1a ag | NADH enzymes
CCOC(=O)c1c(C)c(P(=S)(N2CCOCC2)N2CCOCC2)n(C)c1C | -4.4 | 0.3 | 0.9 | 6.0 | 1.02 | 10.1 | 1.08 | 0.7 | 6.0%
c1ccc2cc(CC3=NCCN3)ccc2c1 | · | · | 1 | · | 1.06 | · | 1.07 | · | 2.0%
C(#CCN1CCOCC1)COCc1ccccc1 | 6.9 | 32.9 | 1 | 0.1 | 1 | 15.0 | 1.25 | -0.5 | 6.0%
CCOc1ccc(-n2c(O)c(C=NCCN3CCNCC3)c(=O)[nH]c2=O)cc1 | -2.3 | 1.2 | 0.9 | 3.6 | 0.99 | · | 1.07 | 0.5 | 3.0%
Nc1ccc(S(=O)(=O)N2CCCCC2c2cccnc2)cc1 (stereo not drawn) | -7.6 | 15.6 | 0.9 | 4.4 | 1.06 | -0.2 | 1.11 | -2.0 | 0.0%
ClC1=CCC2CN(CCN3CCCCC3)CC2C1 (stereo not drawn) | -15.8 | 11.2 | 1 | 2.3 | 1.04 | 15.1 | 1.13 | -0.5 | 3.0%
CS(=O)(=O)N1CCCC(C(=O)N2CCC3(CC2)OCCO3)C1 (stereo not drawn) | -14.7 | 9.1 | 0.9 | 2.7 | 0.98 | 1.1 | 1.02 | -1.4 | 8.0%
CC(N)Cc1c[nH]c2cc3c(cc12)OCCO3 (stereo not drawn) | -10.1 | -5.5 | 1 | -6.2 | 1.01 | 8.1 | 1.72 | -1.4 | 2.0%
O=C1CC(=O)N(c2cccc(Cl)c2)C(=O)N1 | 8.7 | -16.6 | 0.9 | -2.8 | 0.98 | -1.1 | 1.06 | 2.2 | 6.0%
CC(c1ccccc1F)n1cc(C(=O)Nc2ccc3nc[nH]c3c2)nn1 (stereo not drawn) | -0.8 | -4.1 | 1 | 1.9 | 1.04 | -5.7 | 1.1 | -2.7 | 5.0%
COC(=O)C1=C(N)OC(C)=C(C(C)=O)C12C(=O)N(C)c1ccccc12 (stereo not drawn) | -4.9 | 5.6 | 0.9 | -19.1 | 1.03 | 3.8 | 1.14 | -0.8 | 7.0%
CC(=O)c1c(O)n(C)c(=S)n(-c2ccccc2)c1=O | 2.5 | -18.6 | 0.9 | -4.0 | 0.99 | -1.8 | 1.16 | -0.8 | 2.0%
O=C(Cn1cnc2ccccc2c1=O)NCC(=O)N1CCC2(CC1)OCCO2 | -36.5 | 18.3 | 0.9 | -0.4 | 0.99 | 4.7 | 1.1 | -5.8 | 5.0%
COc1ccc(-c2nc(CSCC(=O)N3CCC4(CC3)OCCO4)c(C)o2)cc1OC | -6.9 | 0.8 | 0.9 | -13.4 | 1.02 | 3.7 | 1.1 | -1.3 | 7.0%
CC(=O)c1c(C)n(CCCOC(C)C)c2ccc(O)cc12 | -11.2 | 3.2 | 0.9 | 1.1 | 1.08 | -7.8 | 1.12 | 4.0 | 4.0%
COc1ccc(CCN(C)Cc2c(F)cccc2F)cc1OC | 0.8 | 8.9 | 0.9 | 2.4 | 1.01 | -14.8 | 1.11 | -1.1 | 4.0%
C=CCn1c(O)c(C(C)=NC2CC2)c(=O)[nH]c1=O | -0.5 | 26.0 | 0.9 | 0.5 | 1.05 | 5.3 | 1.1 | -2.2 | 4.0%
CCOC(=O)c1cc2c(cn1)[nH]c1ccccc12 | 37.7 | 36.3 | 0.8 | -77.0[fluorescence artefact?] | 0.98 | · | 2.16* | 2.2 | 6.0%[fluoresces]
CCCCn1c(O)c(C=NC2CC3CCC2(C)C3(C)C)c(=O)[nH]c1=O (stereo not drawn) | 39.8 | 18.5 | 0.9 | 3.3 | 1.01 | -21.0 | 1.1 | 0.7 | 3.0%
COC(=O)c1cc2c(s1)=NC=NP=2(N1CCOCC1)N1CCOCC1 | -23.4 | -2.7 | 0.8 | -3.9 | 1.13 | -6.2 | 1.63 | -1.6 | 8.0%
O=C1NC(=O)C2(Cc3c(nc4ccccn4c3=O)N3CCCCCC32)C(=O)N1Cc1ccccc1 (stereo not drawn) | 39.0 | 5.0 | 0.9 | -6.0 | 1.07 | -16.9 | 1.81 | 0.6 | 9.0%
CC(=O)Nc1cc(C(=O)N2CCC3(CC2)OCCO3)ccc1S(=O)(=O)c1ccc(C)cc1 | -2.6 | 11.3 | 1 | -4.2 | 0.98 | -5.0 | 1.06 | -3.2 | 5.0%
O=C(c1cc(=O)[nH]c2ccc(Br)cc12)N1CCC2(CC1)OCCO2 | -3.7 | 13.4 | 1 | -1.1 | 1.09 | 12.3 | 1.34 | -4.1 | 10.0%
CC(C)(C)c1nc(N2CCN(C(=O)c3ccco3)CC2)c2nnn(Cc3ccccc3Cl)c2n1 | 42.8 | -15.8 | 0.9 | 3.5 | 1.03 | -4.7 | 1.12 | 3.9 | 5.0%
NS(=O)(=O)c1ccc(N=Cc2c(O)n(C3CCCCC3)c(=O)n(C3CCCCC3)c2=O)cc1 | -30.0 | 5.9 | 1 | 1.0 | 1.18 | 0.2 | 1.46 | -0.7 | 0.0%
Carrying on:
SMILES | RORA act | SF1 activator | TNAP act DEA | MMP-13 inhibitor | A340 absorber | 5HT1a antag | Autofluor 339 | 5HT1a ag | NADH enzymes
NCC1(c2ccc3c(c2)OCCO3)CCCC1 | 2.4 | 0.3 | 0.7 | -5.7 | 1.01 | · | 1.07 | 1.1 | 9.0%
CCOC(=O)c1c(N)n(Cc2ccccc2)c2nc3ccccc3nc12 | 9.7 | 13.6 | 0.9 | -163.0[fluorescence artefact?] | 1.06 | 41.8 | 4.96* | 0.6 | 6.0%[fluoresces]
CCCCn1c(O)c(C(C)=Nc2c(C)n(C)n(-c3ccccc3)c2=O)c(=O)[nH]c1=O | -27.3 | -9.7 | 0.9 | 2.3 | 1.12 | 15.3 | 1.04 | -1.8 | 2.0%
COc1ccc(C(CC(=O)N2CCC3(CC2)OCCO3)NS(=O)(=O)c2ccc(F)cc2)cc1 (stereo not drawn) | -3.8 | 0.9 | 1 | 1.0 | 1.06 | 6.4 | 1.07 | 1.4 | 4.0%
Cc1ccccc1CS(=O)(=O)Cc1ccc(C(=O)N2CCC3(CC2)OCCO3)o1 | -1.6 | -1.7 | 1 | 0.2 | 1 | -25.8 | 0.93 | -2.2 | 10.0%
N#Cc1ccccc1Cn1cc(C(=O)C2CC2)c2ccccc21 | -2.2 | 3.6 | 0.9 | 5.8 | 0.99 | 4.6 | 1.03 | -3.1 | 1.0%
CN(C)C1=NC(N(C)C)=NP(N(C)C)(N(C)C)=N1 | 6.5 | -3.8 | 1.1 | 6.8 | 1.07 | 6.5 | 1.13 | -2.2 | 4.0%
O=P(c1ccccc1)(c1ccccc1)N1CCCCC1 | -6.2 | 7.9 | 0.9 | 4.0 | 1.02 | · | 1.05 | 3.2 | 3.0%
CCCCCCN=C(CC)c1c(O)n(CCCC)c(=O)[nH]c1=O | -11.6 | 2.6 | 0.9 | 2.9 | 0.97 | -18.8 | 1.04 | 8.1 | 3.0%
COc1ccc(OC)c(-n2c(O)c(C=NCc3ccc4c(c3)OCO4)c(=O)[nH]c2=O)c1 | -1.0 | -16.8 | 1 | 3.2 | 1 | 3.4 | 1.09 | -4.5 | 4.0%
C(=NC12CN3CN(CN(C3)C1)C2)c1cccnc1 | -20.1 | 10.1 | 1 | 1.8 | 1.03 | -2.7 | 1.07 | -3.1 | 4.0%
COc1ccc(C2=NCC(=O)N(CC(=O)NCc3ccco3)c3sc4c(c32)CCCC4)cc1OC | 33.0 | -2.9 | 1 | 5.8 | 1 | 4.4 | 1.01 | -0.5 | 5.0%
c1cc2n(c1)-c1c(ccc3c1OCO3)CNC2c1ccc2c(c1)OCO2 (stereo not drawn) | -4.9 | -12.2 | 1 | 0.3 | 1.03 | 35.8 | 1.16 | 0.3 | 4.0%
CNCC(O)c1cccc(OC(=O)c2ccccc2C)c1 (stereo not drawn) | -13.8 | 18.4 | 1 | 2.7 | 1 | 0.2 | 1.1 | 3.3 | 4.0%
CCOC(=O)C1(c2ccccc2)CCN(Cc2cccc(C(=O)O)c2)CC1 | -6.3 | 14.8 | 0.9 | 3.0 | 1 | 0.0 | 1.18 | 0.6 | 3.0%
CC(C)CC1C(C#N)=C(N)Oc2c1c(=O)oc1ccccc21 (stereo not drawn) | 7.4 | -6.9 | 0.9 | -9.2 | 1.05 | 18.4 | 1.36 | -0.3 | 6.0%
CCCC(=O)OCC[N+](C)(C)C | -11.6 | -3.7 | 0.9 | 0.6 | 0.99 | · | 1.01 | 0.1 | 1.0%
CCCCn1c(C)c(C(=O)O)c2cc(OC)ccc21 | -11.4 | 12.4 | 0.9 | -0.3 | 1 | -3.1 | 1.03 | -1.0 | 4.0%
O=C(O)C1CN2CCC1CC2 (stereo not drawn) | -5.6 | -1.7 | 0.9 | 4.6 | 1.03 | 8.7 | 1.06 | 0.4 | 7.0%
CN(C)C1=NP(N(C)C)(N(C)C)=NC(c2ccccc2)=N1 | 17.0 | -8.1 | 1 | -0.1 | 1.03 | 2.7 | 1.1 | -2.1 | 9.0%
O=C(CN1C2CCC1CC(O)(c1cccnc1)C2)Nc1ccc2c(c1)OCO2 (stereo not drawn) | 3.5 | 8.6 | 0.8 | 1.8 | 0.97 | -5.2 | 1.04 | -1.1 | 4.0%
CCCCn1c(O)c(C(C)=NC(C)c2ccccc2)c(=O)[nH]c1=O (stereo not drawn) | -2.8 | -9.3 | 0.9 | -0.4 | 1.04 | -0.8 | 1.12 | 0.5 | 6.0%
Cc1nc2cc(-c3cccc(F)c3)nn2c(C)c1CCC(=O)N1CCC2(CC1)OCCO2 | -35.7 | -27.4 | 0.9 | -4.5 | 1.03 | 5.1 | 2.26* | 0.3 | 5.0%
OC(CNC1CCCCC1)c1ccccc1 (stereo not drawn) | 8.0 | 31.5 | 0.9 | -8.4 | 1 | 7.2 | 1.04 | -3.1 | 2.0%
CC(=C1C(=O)c2ccccc2C1=O)N1CCN(CCN=Cc2c(O)n(C)c(=O)n(C)c2=O)CC1 | 15.5 | 3.1 | 0.9 | -1.8 | 1.08 | · | 1.08 | -0.3 | 5.0%

In a second layout: 4 of the compounds above
Order of values – RORA act	SF1 activator	TNAP act DEA	MMP-13 inhibitor	A340 absorber	5HT1a antag	Autofluor 339	5HT1a ag	NADH enzymes
> NS(=O)(=O)c1ccc(N=Cc2c(O)n(C3CCCCC3)c(=O)n(C3CCCCC3)c2=O)cc1
    -30.0	5.9	1	1.0	1.18	0.2	1.46	-0.7	0.0%
> NCC1(c2ccc3c(c2)OCCO3)CCCC1
    2.4	0.3	0.7	-5.7	1.01	·	1.07	1.1	9.0%
> CCOC(=O)c1c(N)n(Cc2ccccc2)c2nc3ccccc3nc12
    9.7	13.6	0.9	-163.0[fluorescence artefact?]	1.06	41.8	4.96*	0.6	6.0%[fluoresces]
> CCCCn1c(O)c(C(C)=Nc2c(C)n(C)n(-c3ccccc3)c2=O)c(=O)[nH]c1=O
    -27.3	-9.7	0.9	2.3	1.12	15.3	1.04	-1.8	2.0%

Only part of the results is shown. The share of hits here may be higher or lower than overall.
